WRN helicase inh: blocks human WRN helicase; actives 0.46% (n = 360,000); Q14191; Potency, µM (doses to about 114 µM), without a hit: at the top dose activity change, negative = inhibition, usual class: inhibitors; WRN helicase unwinding, fluorescent forked duplex, kinetic; also: potency is read from the fitted curve at half-maximal effect; % is scaled to controls: 0 for no effect and ±100 for the full control effect; nearly all actives have a fitted effect of over 55% in size
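Enzyme (20 nM final) and test compound sit together 15 min at room temperature before substrate addition. Substrate is a single-forked duplex oligonucleotide (100 nM) labelled with fluorophore and quencher, with 2 mM ATP; helicase unwinding raises red fluorescence, read kinetically.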
IL-2 act: activates IL-2 in a cell-based reporter assay; activation, % (series mostly up to about 46 µM); actives 0.065% (n = 360,000); IL-2 activation reporter assay, cell-based qHTS; stimulated with anti-CD3/CD4/CD28 beads; in transgenic mouse T cells; in the data active = activation above about 50%; inconclusive = mostly about 30% to 49%; also: 0% is about no effect
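Screening format: compound pinned onto unstimulated transgenic mouse T cells, 60 min incubation, then anti-CD3/anti-CD4/anti-CD28 bead stimulation for 18 hours at 37 degrees C, followed by EGFP and DsRed detection.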
Abeta rescue: compounds reversing amyloid beta toxicity in yeast; actives 0.063% (n = 410,000); Potency, µM (doses to about 46.1 µM), for the others: at the highest dose growth rescue, usual class: activators; yeast expressing A-beta42, growth rescue, OD600, 48 h; response scale: 0% DMSO, 100% iron-clioquinol control; also: potency is read from the fitted curve at half-maximal effect; nearly all actives have a fitted effect of over 55% in size
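Yeast A-beta toxicity model in growth medium with pinned compounds, 48 h at 30 C; growth read as absorbance at 600 nm. Normalized to FeCl3/clioquinol equimolar mix (positive) and DMSO (negative).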
FUS suppressor: rescues growth of FUS-expressing yeast; AID 1347120; Potency, µM (doses to about 76.6 µM), inactives show at the highest dose growth rescue (activation), hits mostly activators; S. cerevisiae FUS-expressing, growth rescue, OD600, 24 h; actives 0.24% (n = 390,000);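 also: potency is read from the fitted curve at half-maximal effect; plate controls were DMSO vehicle for no effect and reference control for full effect; nearly all actives have a fitted effect of over 55% in size; some results filed as inactive show a strong effect at the top dose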
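Read-out: OD at 600 nm after 24hr at 30C, reporting rescue of FUS-induced yeast toxicity. Cells at OD 0.005 in galactose (2%) minimal medium; compounds tested in a dilution series; CP55940 titration from 92uM final as control.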
PI5P4K alpha inh: blocks human PI5P4K alpha kinase activity. max response, %. PI5P4Kalpha enzyme, ADP-Glo luminescence, 60 min; active compounds read low. P48426. actives 1.2% (n = 330,000); active = max response of -50% or lower; inconclusive = between -30% and -50%; inactive = -30% or higher; also: value at the top dose of about 77 µM; % is scaled to controls: 0 for no effect and ±100 for the full control effect
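Luminescence from ADP-Glo served as readout of PI5P4Kalpha activity in a qHTS format. Reaction: enzyme, substrate, compound, ATP at 5 microM final, 60 min at RT.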
EPAC1 antagonist: EPAC1 (human) antagonism; Potency, µM (highest dose often 115 µM), without a hit: top-dose activity change, negative = inhibition, hits mostly inhibitors; actives 0.14% (n = 360,000); AID 720709; EPAC1 GEF assay, Rap1b-BODIPY-GDP exchange fluorescence;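 also: potency is read from the fitted curve at half-maximal effect; plate controls were vehicle for no effect and positive control for full effect; nearly all actives have a fitted effect of over 50% in size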
Target sequence (O95398 whole entry, looked up): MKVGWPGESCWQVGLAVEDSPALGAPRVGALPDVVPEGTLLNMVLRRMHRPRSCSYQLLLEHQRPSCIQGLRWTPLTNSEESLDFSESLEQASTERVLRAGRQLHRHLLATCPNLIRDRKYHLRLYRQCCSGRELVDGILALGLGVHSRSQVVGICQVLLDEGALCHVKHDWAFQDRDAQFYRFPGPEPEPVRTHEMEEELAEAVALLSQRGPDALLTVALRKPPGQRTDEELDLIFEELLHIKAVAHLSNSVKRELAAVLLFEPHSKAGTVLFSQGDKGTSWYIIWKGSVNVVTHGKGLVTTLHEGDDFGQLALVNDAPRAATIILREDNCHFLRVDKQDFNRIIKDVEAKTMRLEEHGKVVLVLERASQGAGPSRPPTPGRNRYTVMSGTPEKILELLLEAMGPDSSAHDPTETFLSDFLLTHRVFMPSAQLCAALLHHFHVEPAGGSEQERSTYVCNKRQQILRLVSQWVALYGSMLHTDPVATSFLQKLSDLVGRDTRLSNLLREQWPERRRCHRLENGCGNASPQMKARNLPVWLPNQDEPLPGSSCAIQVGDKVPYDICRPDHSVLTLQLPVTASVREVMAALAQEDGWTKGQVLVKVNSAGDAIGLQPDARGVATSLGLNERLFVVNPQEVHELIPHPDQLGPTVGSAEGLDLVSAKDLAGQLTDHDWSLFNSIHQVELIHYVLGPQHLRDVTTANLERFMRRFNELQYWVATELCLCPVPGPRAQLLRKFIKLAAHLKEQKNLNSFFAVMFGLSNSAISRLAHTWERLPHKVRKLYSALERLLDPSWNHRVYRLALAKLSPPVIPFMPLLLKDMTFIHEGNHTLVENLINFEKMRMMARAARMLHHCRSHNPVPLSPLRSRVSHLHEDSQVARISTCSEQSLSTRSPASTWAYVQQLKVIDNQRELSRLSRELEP
EPAC1 agonist: activates human EPAC1 exchange factor | O95398 | EPAC1 agonist qHTS, biochemical assay; response scale: 100% = response to 6.5 mM cAMP | Potency, µM (doses to about 154 µM), inactives show at the highest dose activation, actives largely listed as activators | actives 0.073% (n = 360,000) | AID 720707; also: potency is read from the fitted curve at half-maximal effect; nearly all actives have a fitted effect of over 60% in size
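EPAC1 100 nM, Rap1B–BODIPY-GDP 250 nM, unlabeled GDP 50 uM; compound titration; 5 min RT; kinetic read ex480/em540 at 5-min intervals ×30 min; data normalized to 6.5 mM cAMP agonist control.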
PLK1 PBD block: inhibitors of human PLK1 polo-box domain binding | Potency, µM, for inactives: max response, negative = inhibition, most hits filed as inhibitors | actives 2.8% (n = 360,000) | Plk1 PBD binding of FITC phosphopeptide, fluorescence polarization | P53350; also: potency is read from the fitted curve at half-maximal effect; series mostly up to about 57 µM; % is scaled to controls: 0 for no effect and ±100 for the full control effect; nearly all actives have a fitted effect of over 65% in size
* hit, by the source's call; u = inconclusive; x = not tested or not shown; & = joins results of further samples; [ ] = another dose, or the depositor's remark. Unless noted, calls follow the shape of the dose curve; as a rule, active = well fitted curve in the direction sought with a large enough effect; inconclusive = small, poorly fitted or top-dose-only effect, or another doubt; inactive = no such curve, though single readings can be large; an effect the other way counts as inactive or inconclusive.

SMILES | WRN helicase inh | IL-2 act | Abeta rescue | FUS suppressor | PI5P4K alpha inh | EPAC1 antagonist | EPAC1 agonist | PLK1 PBD block
Cc1cccc(OCC(=O)Nc2nc3ccc([N+](=O)[O-])cc3s2)c1 | -9% | -1.6 | -8% | 10% | x | 11% | 0% | -3%
CCOCCCn1c(C)nc2c[n+](CC(=O)c3ccc4ccccc4c3)cc(Br)c21 | 52%[activator] | -5.7 | -13% | 41% | -13 | -18% | -1% | -10%
CC(NC(=O)CCCC1CCCCC1)c1ccc(S(N)(=O)=O)cc1 (stereo unspecified) | -5% | -0.9 | -6% | -8% | 14 | -17% | 9% | -8%
CCCCN(CC)CCNC(=O)CN1C(=O)COc2ccc(S(=O)(=O)N3CCCC3)cc21 | -9% | -0.7 | -4%&7% | -24% | 0 | 1% | -1% | -4%
CCCCn1c(N)c(N(CC)C(=O)C2=COCCO2)c(=O)[nH]c1=O | -15% | 0.2 | 2% | -8% | -2 | 9% | -23% | -5%
C/C(=N\NC(=O)c1cc(C)[nH]n1)C(C)(C)C | -2% | -1.2 | -5% | x | -2 | 7% | 2% | 1%
C[C@@H]1CN([C@@H](C)CO)C(=O)CCCn2cc(nn2)CO[C@H]1CN(C)S(=O)(=O)c1cccs1 | 9% | 0.5 | 5% | -18% | -5 | -10% | -6% | -5%
O=C(O)c1ccc(-n2nc(C(F)(F)F)cc2-c2cccs2)cc1 | 9% | -0.5 | -35%[inhibitor] | -26% | 15 | 5% | -8% | 1%
O=C(CSc1nnc(-c2ccncc2)n1Cc1ccccc1)NCCc1ccccc1 | 8% | 0.4 | 0% | 17% | -5 | 8% | 0% | -7%
Cc1nc2cc(NC(=O)N3CCCCC3)ccc2n1C | 10% | 0.7 | -1% | -16% | 1 | 4% | -13% | -3%
CCOC(=O)N1CCN(C(=O)c2ccc(N3CC4CC(C3)c3cccc(=O)n3C4)c(NC(=O)c3ccc(F)cc3)c2)CC1 (stereo unspecified) | -3%[57.1 µM] | -2.4 | -2% | 16% | 1 | -1% | 6% | -15%
CCN(CC)S(=O)(=O)c1cc([N+](=O)[O-])ccc1NNC(=O)Nc1ccccc1 | -5% | -2.9 | 25% | u | -1 | -30% | 17% | -23%
CC(=O)c1ccc(Oc2cnccn2)cc1 | -24%[57.1 µM] | -1.8 | -16% | -11% | 6 | 15% | 9% | -4%
Cc1ccc(C(C(=O)NC2CCCC2)N(C(=O)c2csnn2)c2ccccc2)o1 (stereo unspecified) | 0% | 0.2 | -5% | 6% | 5 | 0% | 9% | -8%
CC1CCC/C(=N\NC(=O)COc2ccc(Cl)cc2Cl)C1 (stereo unspecified) | -9% | 0.4 | 7% | x | -1 | -12% | -2% | 2%
COc1ccc(S(=O)(=O)Nc2cc3c4c(c2)CCC(=O)N4CCC3)cc1C | 5% | -0.6 | -7% | 20% | -2 | -3% | 5% | -8%
O=c1[nH]snc1N1CCOCC1 | 1% | -1.5 | 22% | 5% | -2 | -1% | -2% | -7%
Cc1ccccc1NC(=O)Cc1nc(COC(=O)CSc2ccc(F)cc2)cs1 | 2% | -1.2 | 3% | 11% | -13 | 3% | 12% | -1%
CC1=CC(=O)[C@@H](O)[C@@H](c2ccccc2Br)N1C | 3% | 2.0 | -11% | -20% | 2 | 0% | -10% | -5%
O=C(Cc1ccc2c(c1)CCCC2)Nc1ccccc1Cl | -5% | -1.9 | 20% | -22% | x | -2% | 3% | 17µM*
CCCCOC(=O)c1ccc(NS(=O)(=O)c2cc(-c3nnnn3CC)ccc2OC)cc1 | -3% | -0.7 | 24% | 39% | 7 | 0% | 4% | -5%
CC(=O)Nc1ccc(N2C(=O)CC(N3CC(C)OC(C)C3)C2=O)cc1 (stereo unspecified) | -2% | 0.0 | 25% | -18% | 12 | 7% | -4% | -4%
Cc1c(Cl)cccc1NC(=O)c1cc(-c2ccccc2O)n[nH]1 | -17% | -0.5 | 2% | 8% | 7 | -3% | -3% | -2%
O=C(NCCN1CCOCC1)c1ccc2c(c1)N(Cc1ccc(Cl)cc1)CCS2 | -12% | -2.2 | -12% | -17% | -4 | -4% | -11% | 4%
Cc1cc(C)c2c(N)c(C(=O)NN3CC(=O)N(c4ccccc4F)CC3=O)sc2n1 | 6% | 1.0 | 16% | -2% | -8 | 5% | -7% | -7%
CCOC(=O)NC1(NC(C)C)Oc2ccccc2O1 | 3% | 0.0 | 11% | -4% | -4 | -18% | 1% | u
CCOC(=O)c1c(NC(=O)COC(=O)c2nc(Cl)ccc2Cl)sc(C(=O)NC)c1C | -1% | -4.6 | 2% | 11% | -8 | -5% | -4% | -2%
CCOC(=O)c1c(C)c(C(=O)NCc2ccc(OC)cc2)c(C)n1C | 0%[57.1 µM] | -0.3 | -7% | u | -3 | -13% | 4% | -5%
CCC1CN(C(=O)NCc2ccc(C)cc2)c2ccccc2O1 (stereo unspecified) | -4% | -1.3 | 5%&-5% | u | 5 | -3% | -4% | 2%
CCCOc1ccc(/C(O)=C2/C(=O)C(=O)N(CCCn3ccnc3)C2c2cccnc2)cc1 (stereo unspecified) | -9% | 4.5 | 15% | 11% | 5 | -7% | -4% | 4%

Next section, overlapping the part above by 2 compounds.
SMILES | WRN helicase inh | IL-2 act | Abeta rescue | FUS suppressor | PI5P4K alpha inh | EPAC1 antagonist | EPAC1 agonist | PLK1 PBD block
CCC1CN(C(=O)NCc2ccc(C)cc2)c2ccccc2O1 (stereo unspecified) | -4% | -1.3 | 5%&-5% | u | 5 | -3% | -4% | 2%
CCCOc1ccc(/C(O)=C2/C(=O)C(=O)N(CCCn3ccnc3)C2c2cccnc2)cc1 (stereo unspecified) | -9% | 4.5 | 15% | 11% | 5 | -7% | -4% | 4%
Cc1ccc(C2N=C(N)Nc3nc(=O)c4ccccc4n32)cc1 (stereo unspecified) | -4% | 1.2 | 6% | 20% | 2 | -7% | 1% | -6%
Brc1ccc(CSc2ccc3nnc(-c4cccnc4)n3n2)cc1 | -24% | -1.0 | 12% | 20% | -24 | -27% | 7% | -2%
Cc1oc(-c2ccccc2F)nc1CS(=O)CC(=O)NCc1ccc2c(c1)OCO2 (stereo unspecified) | 1% | 1.0 | 1% | 16% | -5 | 8% | -17% | -17%
Cc1cc(Cl)c(S(=O)(=O)NC(C(=O)O)c2ccccc2)cc1OCC(N)=O (stereo unspecified) | 2% | -0.5 | 0% | 1% | -13 | 3% | 5% | -26%
CCO[C@@H]1OC(C(=O)NC2CC2)=C[C@H](c2ccc3c(c2)OCO3)[C@H]1CCCO | -5% | -0.5 | -2% | -16% | 8 | 0% | 6% | -6%
COc1cc2c(cc1OCc1ccccc1)/C(=C/C(=O)OCc1ccccc1)OC2 | -9% | -0.3 | -12% | -2% | 10 | -1% | 2% | -6%
Cc1c(C(=O)Nc2ccc3c(c2)CCC3)cccc1[N+](=O)[O-] | -1% | 1.9 | -12% | 1% | 4 | 7% | 2% | -1%
O=C(c1cccc(C(F)(F)F)c1)C1CCCN(C(=O)CN2CCCC2=O)C1 (stereo unspecified) | 1% | -1.1 | -5% | 17% | -1 | 2% | -15% | -6%
CCCOc1ccc(-c2nnc(-c3cccs3)o2)cc1 | -25% | -0.1 | 11% | -10% | 5 | -15% | -13% | -10%
Cc1onc(-c2ccncc2)c1C(=O)O | 8% | -0.2 | 6% | 5% | -10 | 13% | -3% | 3%
COc1cc(S(=O)(=O)N2CCN(C(=O)C3CC3)CC2)ccc1NC(C)=O | -2% | 0.3 | -10% | 6% | -2 | 7% | 3% | -3%
CNC(C)C#Cc1ccc2c(=O)c3cc(C)c(C)cc3oc2c1 (stereo unspecified) | -7% | 0.0 | -5% | 16% | -14 | -2% | -11% | -10%
CCCCC(=O)N(C)c1c(CC)nc2c(OCc3cc(Cl)cc(Cl)c3)cccn12 | 3%[57.1 µM] | -1.0 | 3% | 39% | -2 | -11% | -11% | -13%
CN(C)S(=O)(=O)c1cccc(NC(=O)COC(=O)CNC(=O)c2cccc([N+](=O)[O-])c2)c1 | -5% | 0.2 | 2% | 0% | 5 | 7% | -3% | 2%
CSc1ccc(CN2CCN(CCC(C)C)C(CCO)C2)cc1 (stereo unspecified) | -4% | -0.4 | 10% | 7% | 6 | -11% | -7% | 2%
CC1(C)SC(C)(C)N(C=O)C1C(=O)O (stereo unspecified) | -8% | -0.2 | 2% | -17% | 0 | -18% | 1% | 1%
C/C(=N\OCC(=O)N/N=C/c1ccccc1O)c1cccs1 | -5% | 0.4 | 12% | 20% | 0 | -19% | 10% | -6%
Cc1ccc(C(=O)NC(=S)c2c(C)cc3ccccn23)cc1 | 33% | -0.4 | 28% | 15% | -9 | 3% | -4% | -2%
Cc1ccc(NC(=O)CO/N=C(\N)c2nonc2N)cc1C | 5% | -1.3 | 0% | -12% | -1 | -5% | -4% | 0%
CC(C)Cc1nnc(NS(=O)(=O)c2ccc(Cl)cc2)s1 | 1% | -3.1 | -11% | -2% | 1 | 8% | -26% | -6%
C=CCOc1c2ccc(C(=O)NC3CCCc4ccccc43)cc2nn1C (stereo unspecified) | 2% | 0.0 | 7% | -18% | -1 | -28% | 8% | -7%
CCc1ccc(NC(=O)CCn2c(=O)oc3ccccc32)cc1 | -12% | 0.0 | -4% | 0% | 15 | -19% | 3% | -5%
C/C=C/C(=O)Nc1ccccc1Br | -2% | -2.9 | -1% | 9% | x | -1% | 5% | -5%
CN(C(=O)Cn1nnc(-c2cccc(C(F)(F)F)c2)n1)C1CCCCC1 | 0% | -0.4 | -10% | -9% | 2 | 19% | 1% | -9%
CSCc1ccc(C(=O)NCc2ccc(F)cc2)cc1 | -5% | -1.6 | 5% | -8% | 2 | -14% | 10% | -10%
CCCc1cc(=O)[nH]c(SCC(=O)c2cc(C)n(CCC)c2C)n1 | -2% | 0.0 | 30% | 26% | -4 | 7% | -4% | 0%
O=C1NCCC/C1=N\Nc1ccc(Br)cc1 | -20% | -0.2 | 9% | 11% | -20 | 3% | -11% | u
COCCNc1nc(NCc2ccccc2F)c2sccc2n1 | -2% | -0.5 | -15% | -21% | -4 | -2% | -7% | 2%
Cn1nc(C(=O)Nc2nc3ccc(S(C)(=O)=O)cc3s2)ccc1=O | 8% | 0.4 | -17% | -19% | -8 | 12% | -1% | -1%
COc1ccc(Cc2nnc(NC(=O)c3ccccc3C)s2)cc1 | -8% | -0.3 | u | -3% | 4 | 0% | 2% | -5%
COc1ccccc1-c1nnc2sc(COc3ccc(F)cc3)nn12 | -16% | -0.2 | 0% | u | 2 | -5% | 1% | -29%

Compound activity from PubChem.

No enrichment for hits. Share with any hit: about 4.1%.
